PP1 counter = PP1-alpha phosphatase inhibitors, primary screen, counter-screen for PP5 inhibitor project, biochemical, fluorescence, OMFP substrate, single point | inhibition, % at 6.7 µM | purified PP1alpha | 320,000 compounds, 0.9% hits | Serine/threonine-protein phosphatase PP1-alpha catalytic subunit (Homo sapiens), P62136;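 active means inhibition above the mean inhibition of all tested compounds plus 3 SD, computed separately for each screening campaign, cut at about 15% in these data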
Target sequence (P62136 whole entry, looked up): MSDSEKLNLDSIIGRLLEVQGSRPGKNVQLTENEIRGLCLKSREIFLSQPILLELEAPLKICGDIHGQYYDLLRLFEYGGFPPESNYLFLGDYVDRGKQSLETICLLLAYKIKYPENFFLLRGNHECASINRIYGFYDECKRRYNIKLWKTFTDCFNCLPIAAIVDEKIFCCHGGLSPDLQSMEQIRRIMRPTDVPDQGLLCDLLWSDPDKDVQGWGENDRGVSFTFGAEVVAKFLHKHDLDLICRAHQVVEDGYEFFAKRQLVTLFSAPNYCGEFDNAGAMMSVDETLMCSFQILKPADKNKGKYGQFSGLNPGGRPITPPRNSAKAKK
core dimer inh = inhibitors of HCV core protein dimerization, primary screen, biochemical, TR-FRET, high-throughput | TR-FRET GST/Flag-core106 dimerization, 1536-well | inhibition, % at 5 µM | 300,000 compounds, 0.33% hits | AID 1899, 2009;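 active means inhibition above the mean of all tested compounds plus 3 SD, set per screening campaign, cut at about 45% in these data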
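assay system = GST-tagged and Flag-tagged HCV core protein residues 1-106 | controls = unlabelled core106 and no-GST-core106 wells | incubation = compound-protein-antibody incubation 4 h at 22.5 °C | probe or stimulus = Eu donor and XL665 acceptor anti-tag antibodies | read-out = % inhibition based on acceptor/donor emission ratio | signal = TR-FRET 671 and 617 nm emission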
GASC-1 inh = inhibitors of GASC-1 histone demethylase, primary screen, biochemical, fluorescence, DELFIA europium; GST-JMJD2C(1-420) H3K9me3 demethylation; inhibition, % at 2.35 µM; Lysine-specific demethylase 4C (Homo sapiens), Q9H3R0; 330,000 compounds, 0.069% hits;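 active means more than half of a compound's replicate wells show inhibition beyond 50%, single wells judged on their own value; inconclusive means some, but no more than half, of replicates pass 50% inhibition; inactive means no replicate passes 50% inhibition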;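 further: signal counts dimethyl H3K9 product captured on neutravidin plate; 0% = median of DMSO wells and 100% = 0.3 times that DMSO median; strong numbers were not always called active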
proCasp7 act = procaspase-7 activators, primary screen, counter-screen for procaspase-3 activator project, biochemical, absorbance, HTS, human; Caspase-7 (Homo sapiens), P55210; recombinant procaspase-7, Ac-DEVD-pNA absorbance 405 nm; D23A/D198A/D206A triple mutant, cannot self-cleave; scale: DMSO 0, 5 µM enzyme 100; activation, % at 8.5 µM; 330,000 compounds, 0.093% hits; AID 463210, 2010;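 active means percent activation above the screen-wide mean plus 3 SD, cut at about 25% in these data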
Target sequence (P55210 whole entry D23A/D198A/D206A): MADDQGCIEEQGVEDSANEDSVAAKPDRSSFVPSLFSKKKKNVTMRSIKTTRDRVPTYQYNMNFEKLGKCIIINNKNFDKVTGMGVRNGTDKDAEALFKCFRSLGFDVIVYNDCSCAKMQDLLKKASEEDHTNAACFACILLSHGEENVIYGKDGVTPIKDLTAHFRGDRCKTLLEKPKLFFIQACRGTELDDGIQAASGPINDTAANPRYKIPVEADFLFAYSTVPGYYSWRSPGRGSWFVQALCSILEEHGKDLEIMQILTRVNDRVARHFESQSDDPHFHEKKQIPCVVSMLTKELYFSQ
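Assay system: Uncleavable procaspase-7 mutant enzyme; Input: 2 µM procaspase-7 mutant as dispensed; Also added: DEVD-pNA substrate; Medium: Zinc-free HEPES pH 7.4 with 300 mM NaCl, 0.01% Triton X-100; Timing: 1 h compound preincubation, 2 h substrate cleavage, 25 °C; Measured by: Epi-absorbance of released pNA at 405 nm, two timepoints.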
VLA-4 inh = inhibition in human VLA-4 binding assay, primary screen, VLA-4 allosteric modulator project, MLPCN library, flow cytometry, VLA-4 expressing cells. ligand binding flow cytometry. Integrin alpha-4 (Homo sapiens), P13612. AID 2557, 2010. inhibition, % (about 7 µM as worked out from the volumes in the protocol). 330,000 compounds, 0.2% hits; in the data active means inhibition above about 50%
Fh CTSL1 inh = Fasciola hepatica cathepsin L1 inhibitors, primary screen, counter-screen for PFM18AAP inhibitor project, biochemical, QFRET, fluorogenic peptide substrate. recombinant F. hepatica cathepsin L1, Z-Leu-Arg-MCA fluorescence. inhibition, % at 5.96 µM. 300,000 compounds, 0.49% hits. AID 1906, 2009;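 active means inhibition above the mean of all tested compounds plus 3 SD, set per screening campaign, cut at about 17% in these data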;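 further: 0% = plate median of test compound wells and 100% = 1 µM Z-Phe-Ala-diazomethylketone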
GRK2 aptamer HTS = compounds blocking aptamer binding on GRK2 – biochemical, human GRK2, bead flow cytometry, HTS, primary screen; Beta-adrenergic receptor kinase 1 (Homo sapiens), P25098; FAM-aptamer displacement from GRK2; inhibition of aptamer binding, % at 10 µM; 330,000 compounds, 0.59% hits; AID 488847, 2010;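 active means inhibition of aptamer binding above 40%, roughly 3 SD of noise, on plates passing a quality check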;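 further: median bead fluorescence of bound FAM aptamer so fluorescent compounds give negative values; no value below 0 was filed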
procasp3 activ = activators of human procaspase-3 D3A mutant, primary screen, biochemical, absorbance, PC-3 D3A mutant, single concentration; Caspase-3 (Homo sapiens), P42574; recombinant procaspase-3 D3A, Ac-DEVD-pNA absorbance 405 nm; activation, % at 8.5 µM; 330,000 compounds, 0.11% hits; AID 463141, 2010;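 active means activation above the mean of all tested compounds plus 3 SD, cut at about 21% in these data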;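 further: 0% = DMSO alone and 100% = DMSO wells spiked with extra 5 µM PC-3 D3A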
Target sequence (P42574 whole entry D9A/D28A/D175A): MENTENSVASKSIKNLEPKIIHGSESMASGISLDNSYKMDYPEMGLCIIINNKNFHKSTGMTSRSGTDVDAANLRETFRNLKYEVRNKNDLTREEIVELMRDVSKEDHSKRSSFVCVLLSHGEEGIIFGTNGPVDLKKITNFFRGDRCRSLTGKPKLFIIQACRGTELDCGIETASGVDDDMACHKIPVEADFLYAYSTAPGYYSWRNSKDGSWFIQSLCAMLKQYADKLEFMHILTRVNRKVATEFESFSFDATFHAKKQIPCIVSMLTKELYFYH
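Assay system: Procaspase-3 D3A mutant, all three cleavage aspartates alanine. Buffer or medium: Zinc-free HEPES saline buffer with Triton X-100. Times: 1 h compound preincubation, 2 h substrate hydrolysis at 25 °C. Measured by: 405 nm absorbance of p-nitroaniline, reads at 0 and 120 min. Read-out basis: percent activation relative to control range. Replicates: singlicate.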
PP5 inh = PP5 phosphatase inhibitors, primary screen, biochemical, fluorescence; purified PP5c, OMFP substrate fluorescence; Serine/threonine-protein phosphatase 5 (Homo sapiens), P53041; inhibition, % at 6.7 µM; 320,000 compounds, 0.18% hits;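 active means inhibition above the campaign's mean inhibition across all tested compounds plus 3 SD, cut at about 9.5% in these data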;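 further: 0% = DMSO only and 100% = 100 µM cantharidin control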
Active calls of the source: *; & = joins results of further samples.

Results for COc1ccc(C(=O)N/N=C(/C)c2ccc(N3CCCCC3)cc2)cc1 ?
PP1 counter: 1; core dimer inh: -9; GASC-1 inh: 2; proCasp7 act: -9; VLA-4 inh: 12; Fh CTSL1 inh: 4; GRK2 aptamer HTS: 0; procasp3 activ: 7; PP5 inh: 0.9

What do the screens show for `CN(C)CCc1cc2c(c3c1ccc1ccccc13)OCO2`?
PP1 counter: 4; core dimer inh: -9; GASC-1 inh: -8; proCasp7 act: 13; VLA-4 inh: 17; Fh CTSL1 inh: 1; GRK2 aptamer HTS: 0; procasp3 activ: 16; PP5 inh: 1.4

How did O=C(Oc1ccc2c(=O)c(Cl)coc2c1)c1cccnc1 do in these assays?
PP1 counter: -2; core dimer inh: -4; GASC-1 inh: -1; proCasp7 act: 0; VLA-4 inh: -15; Fh CTSL1 inh: -1; GRK2 aptamer HTS: 1; procasp3 activ: -4; PP5 inh: 0.4

How did COc1ccc(Cc2nnc(Nc3c(C)cccc3C)o2)cc1OC do in these assays?
PP1 counter: -1; core dimer inh: -5; GASC-1 inh: -4; proCasp7 act: 6; VLA-4 inh: 2; Fh CTSL1 inh: 4; GRK2 aptamer HTS: 2; procasp3 activ: 5; PP5 inh: -1.7

How did CCC(=O)NC(Nc1sc2c(c1C(=O)OC)CCC2)C(Cl)(Cl)Cl (configuration not stated) do in these assays?
PP1 counter: -1; core dimer inh: -3; GASC-1 inh: 1; proCasp7 act: -2; VLA-4 inh: 7; Fh CTSL1 inh: -1; GRK2 aptamer HTS: 0; procasp3 activ: -5; PP5 inh: 4.8

Results for COc1ccc(C(=O)N/N=C/c2ccc3cccc(OCc4ccccc4)c3n2)cc1 ?
PP1 counter: 9; core dimer inh: 25; GASC-1 inh: -16; proCasp7 act: 30*; VLA-4 inh: -33; Fh CTSL1 inh: 0; GRK2 aptamer HTS: 0; procasp3 activ: 4; PP5 inh: 2.9

How did CC(C)[C@@]1(c2ccc(Cl)cc2)ON(c2ccccc2C(F)(F)F)C1=O do in these assays?
PP1 counter: 1; GASC-1 inh: -1; proCasp7 act: 7; VLA-4 inh: 19; GRK2 aptamer HTS: 3; procasp3 activ: 10; PP5 inh: 0.6

How did O=C(NCCN1CCCCC1)Nc1ccc(Br)cc1 do in these assays?
PP1 counter: 2; core dimer inh: -3; GASC-1 inh: 1; proCasp7 act: 7; VLA-4 inh: 3; Fh CTSL1 inh: 0; GRK2 aptamer HTS: 0; procasp3 activ: -4; PP5 inh: 0.2

How did O=C(Nc1ccc(N2CCN(C(=O)c3ccco3)CC2)cc1)c1ccccc1Br do in these assays?
PP1 counter: -4; core dimer inh: -6; GASC-1 inh: -4; proCasp7 act: 0; VLA-4 inh: 8; Fh CTSL1 inh: -3; GRK2 aptamer HTS: 1; procasp3 activ: 1; PP5 inh: 2.3

What do the screens show for `CCn1cc(S(=O)(=O)c2ccc(C)cc2)[nH]c1=O`?
PP1 counter: -3; core dimer inh: -1; GASC-1 inh: -5; proCasp7 act: 4; VLA-4 inh: 12; Fh CTSL1 inh: 0; GRK2 aptamer HTS: 1; procasp3 activ: 1; PP5 inh: 0.8

How did CCOC(=O)c1[nH]c2ccc(Br)cc2c1NC(=O)CCN1CCN(C(=O)OCC)CC1 do in these assays?
PP1 counter: 0; core dimer inh: 7; GASC-1 inh: 3; proCasp7 act: -9; VLA-4 inh: 4; Fh CTSL1 inh: 1; GRK2 aptamer HTS: 0; procasp3 activ: -7; PP5 inh: -0.9

How did COc1ccc(NC(=O)COc2cccc(C(F)(F)F)c2)cn1 do in these assays?
PP1 counter: 3; core dimer inh: 4; GASC-1 inh: 0; proCasp7 act: 5; VLA-4 inh: 0; Fh CTSL1 inh: 0; GRK2 aptamer HTS: 4; procasp3 activ: 5; PP5 inh: 2.2

Results for Cc1cccc(N2CCN(C(=O)COc3cccc4c3OC(C)(C)C4)CC2)c1C ?
PP1 counter: -1; core dimer inh: 10; GASC-1 inh: 0; proCasp7 act: -6; VLA-4 inh: -4; Fh CTSL1 inh: 0; GRK2 aptamer HTS: 0; procasp3 activ: 5; PP5 inh: 3.2

How did O=[N+]([O-])c1cc(-c2ccc(C(=S)N3CCOCC3)o2)ccc1Cl do in these assays?
PP1 counter: 3; core dimer inh: 8; GASC-1 inh: 2; proCasp7 act: -36; VLA-4 inh: 5; Fh CTSL1 inh: -3; GRK2 aptamer HTS: 4; procasp3 activ: -20; PP5 inh: 4.3

What do the screens show for `Cc1cc(=O)oc2cc(OCC(=O)OCc3nnc(-c4ccccc4)o3)ccc12`?
PP1 counter: 4; core dimer inh: 5; GASC-1 inh: inconclusive; proCasp7 act: -4; VLA-4 inh: 6; Fh CTSL1 inh: 5; GRK2 aptamer HTS: 0; procasp3 activ: -7; PP5 inh: 1.6

What do the screens show for `CS(=O)(=O)N(CCC#N)Cc1ccc(C=O)o1`?
PP1 counter: 3; core dimer inh: 2; GASC-1 inh: 0; proCasp7 act: 3; VLA-4 inh: 0; Fh CTSL1 inh: 0; GRK2 aptamer HTS: 3; procasp3 activ: 2; PP5 inh: -0.7

Results for C/C(=N\OCC(=O)OCC(=O)N(C)c1ccccc1)c1ccc2c(c1)OCO2 ?
PP1 counter: -5; GASC-1 inh: 13; proCasp7 act: -6; VLA-4 inh: 0; GRK2 aptamer HTS: 6; procasp3 activ: -3; PP5 inh: 3.1

Results for CN(C)S(=O)(=O)c1cccc(C(=O)OCC(=O)Nc2sccc2C(N)=O)c1 ?
PP1 counter: 2; core dimer inh: 16; GASC-1 inh: 22; proCasp7 act: 14; VLA-4 inh: -1; Fh CTSL1 inh: -1; GRK2 aptamer HTS: 0; procasp3 activ: 6; PP5 inh: 4.0

Results for COc1ccc(N2CCN(Cc3nc4c(c(=O)[nH]c(=O)n4C)n3CCCc3ccccc3)CC2)cc1 ?
PP1 counter: -5; core dimer inh: 7; GASC-1 inh: -46; proCasp7 act: 7; VLA-4 inh: 8; Fh CTSL1 inh: -6; GRK2 aptamer HTS: 2; procasp3 activ: 0; PP5 inh: 4.0

How did CCOc1ccc(NC(=O)/C(C#N)=C/c2ccc(N3CCCC3)c(C)c2)cc1 do in these assays?
PP1 counter: 3; core dimer inh: -34; GASC-1 inh: -3; proCasp7 act: 5; VLA-4 inh: -2; Fh CTSL1 inh: 3; GRK2 aptamer HTS: 1; procasp3 activ: -5; PP5 inh: -0.2

What do the screens show for `CC(c1ccccc1)n1cc(C(=O)NCCCn2ccnc2)nn1` (configuration not stated)?
PP1 counter: -4; core dimer inh: -11; GASC-1 inh: 55*; proCasp7 act: 1; VLA-4 inh: -16; Fh CTSL1 inh: 7; GRK2 aptamer HTS: 0; procasp3 activ: 5; PP5 inh: 0.5

Results for CCCN1CCN(CCCNC(=O)c2ccc(CS(=O)c3ccc(OC)cc3)o2)CC1 (configuration not stated) ?
PP1 counter: -2; core dimer inh: -2; GASC-1 inh: 5; proCasp7 act: 3; VLA-4 inh: 11; Fh CTSL1 inh: -3; GRK2 aptamer HTS: 2; procasp3 activ: 9; PP5 inh: -2.2

What do the screens show for `COC(=O)C1=C(O)/C(=C\c2ccc(OCC(=O)Nc3ccccc3OC)cc2)N=C1C`?
PP1 counter: 7; core dimer inh: 6; GASC-1 inh: -23; proCasp7 act: 7; VLA-4 inh: -5; Fh CTSL1 inh: -3; GRK2 aptamer HTS: 0; procasp3 activ: 3; PP5 inh: 3.4

Results for CCc1ccccc1N(CC(=O)Nc1cccnc1)S(=O)(=O)c1ccccc1 ?
PP1 counter: 3; core dimer inh: 1; GASC-1 inh: 0; proCasp7 act: 0; VLA-4 inh: -14; Fh CTSL1 inh: 0; GRK2 aptamer HTS: 4; procasp3 activ: -1; PP5 inh: 5.6

How did CCN(CCNC(=O)C1CCCN(Cc2nc(-c3ccc(OC)cc3)oc2C)C1)c1ccccc1 (configuration not stated) do in these assays?
PP1 counter: 1; core dimer inh: 2; GASC-1 inh: -2&-7; proCasp7 act: -2; VLA-4 inh: -17; Fh CTSL1 inh: 0; GRK2 aptamer HTS: 0; procasp3 activ: -6; PP5 inh: 3.5

How did COc1ccc2c(c1)c1nc3ccccc3nc1n2Cc1ccc(OC(C)C)c(OC)c1 do in these assays?
PP1 counter: 2; core dimer inh: -4; GASC-1 inh: -10; proCasp7 act: 11; VLA-4 inh: -7; Fh CTSL1 inh: 6; GRK2 aptamer HTS: 5; procasp3 activ: -8; PP5 inh: 0.8

What do the screens show for `COc1ccc(NS(=O)(=O)c2cccc(NC(=O)C3=NN(c4ccccc4)C(=O)CC3)c2)cc1`?
PP1 counter: 1; core dimer inh: -4; GASC-1 inh: -7; proCasp7 act: 1; VLA-4 inh: 2; Fh CTSL1 inh: 3; GRK2 aptamer HTS: 4; procasp3 activ: 3; PP5 inh: 5.7

Results for CCOc1cc(C2/C(=C(/O)c3ccc(OC(C)C)cc3)C(=O)C(=O)N2CCCOC)ccc1O (configuration not stated) ?
PP1 counter: 4; core dimer inh: 1; GASC-1 inh: 14&-6; proCasp7 act: -3; VLA-4 inh: 2; Fh CTSL1 inh: 1; GRK2 aptamer HTS: 0; procasp3 activ: -3; PP5 inh: 2.0

How did COc1ccc([C@H]2[C@H](C(=O)C(C)(C)C)N3N=Cc4ccccc4C3[C@]23N=C(c2ccccc2)OC3=O)cc1 (some centres not stated) do in these assays?
PP1 counter: 8; core dimer inh: 11; GASC-1 inh: 4; proCasp7 act: -10; VLA-4 inh: -5; Fh CTSL1 inh: -9; GRK2 aptamer HTS: 0; procasp3 activ: -6; PP5 inh: 0.9

Results for O=C(CCSc1nc2ccccc2s1)N/N=C/c1c(O)ccc2ccccc12 ?
PP1 counter: 11; core dimer inh: 36; GASC-1 inh: -20; proCasp7 act: -37; VLA-4 inh: -3; Fh CTSL1 inh: 3; GRK2 aptamer HTS: 1; procasp3 activ: -8; PP5 inh: 1.6

High-throughput results deposited in PubChem by several laboratories.
